SR-BI HDL uptake – inhibitors of SR-BI mediated HDL lipid uptake, primary screen, ldlA[mSR-BI] cells, fluorescence, single point. Scavenger receptor class B member 1 (Mus musculus), Q61009. ldlA[mSR-BI] CHO cells, DiI-HDL uptake fluorescence, 3 h. inhibition, % at 12.5 µM. 320,000 compounds, 0.96% hits. AID 488896, 2010;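 active means mean replicate inhibition of at least 70% and a set share of replicates each scoring 70 or more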;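 further: 0% = median of neutral control wells and 100% = median of positive control wells; values of inactives mirror those of a sister screen read the other way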
Target sequence (Q61009 whole entry, looked up): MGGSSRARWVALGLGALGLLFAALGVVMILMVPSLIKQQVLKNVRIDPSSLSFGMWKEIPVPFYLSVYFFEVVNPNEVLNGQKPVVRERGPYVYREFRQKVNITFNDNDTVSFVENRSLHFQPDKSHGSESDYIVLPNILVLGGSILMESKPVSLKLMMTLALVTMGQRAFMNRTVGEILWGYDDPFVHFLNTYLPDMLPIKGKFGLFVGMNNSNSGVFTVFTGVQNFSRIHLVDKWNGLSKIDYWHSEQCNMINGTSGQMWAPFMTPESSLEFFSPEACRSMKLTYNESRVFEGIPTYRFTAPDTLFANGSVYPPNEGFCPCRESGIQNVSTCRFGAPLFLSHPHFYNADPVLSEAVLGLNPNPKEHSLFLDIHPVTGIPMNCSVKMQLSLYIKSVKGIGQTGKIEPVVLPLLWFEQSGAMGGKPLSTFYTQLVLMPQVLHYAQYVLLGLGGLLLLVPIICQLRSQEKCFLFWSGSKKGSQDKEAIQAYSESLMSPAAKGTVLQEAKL
C-LANA FP – inhibitors of KSHV C-LANA binding to DNA, primary screen, biochemical, fluorescence polarization, FAM-LBS DNA, MBP-C-LANA, single point; Kaposi's sarcoma herpesvirus LANA C-terminal domain (residues 932-1162) DNA binding; inhibition, % at 9 µM; 340,000 compounds, 0.078% hits; AID 504423, 2011;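 active means highest replicate inhibition at or above 60% at 9 µM, even if other replicates fall short; inactive means all replicates below 60% inhibition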;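 further: 0% = neutral control wells and 100% = 4 µM acridine orange control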
NSD2 inh – NSD2 histone methyltransferase inhibitors, primary screen, biochemical, AlphaScreen, single concentration, set 2 | 310,000 compounds, 0.54% hits | inhibition, % at 12.5 µM | NSD2 peptide methylation, 120 min | Histone-lysine N-methyltransferase NSD2 (Homo sapiens), O96028; in the data active means inhibition above about 50%
Arrestin-AP2 inh – inhibitors of beta-arrestin/AP2 binding, primary screen, biochemical, GPCR trafficking, flow cytometry | beta-arrestin 1 C-terminal peptide binding to AP2 beta2-adaptin appendage (human) | FITC-arrestin peptide / GST-AP2 beads; AP2 beta2 appendage carries R879A mutation | inhibition, % at 10 µM | 340,000 compounds, 0.31% hits;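 active means inhibition above a set limit, near 3 SD of compounds lacking own fluorescence, cut at about 54% in these data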;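 further: plate controls were DMSO wells for no effect and 5 µM unlabelled arrestin peptide for full effect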
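System: GST-AP2 R879A bound to glutathione beads, E. coli-expressed. Also added: 50 nM FITC-arrestin peptide. Schedule: compound with beads 12 min RT, then probe 1 h RT. Signal: bead flow cytometry, FITC channel. Read-out basis: percent response.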
Keap1 Nrf2 FP – Keap1-Nrf2 protein-protein interaction inhibitors, primary screen, biochemical, fluorescence polarization, single point; Keap1 Kelch-Nrf2 peptide fluorescence polarization, 1536-well; Kelch-like ECH-associated protein 1 (Homo sapiens), Q14145; 340,000 compounds, 0.15% hits; inhibition, % at 9.4 µM; in the data active means inhibition above about 12%;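 further: human Keap1 Kelch domain with fluorescein labeled Nrf2 9mer peptide probe; 0% = neutral control wells and 100% = peptide positive control; higher means more block of Keap1 binding to Nrf2 peptide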
Target sequence (Q14145 whole entry, looked up, the tested form may be a part): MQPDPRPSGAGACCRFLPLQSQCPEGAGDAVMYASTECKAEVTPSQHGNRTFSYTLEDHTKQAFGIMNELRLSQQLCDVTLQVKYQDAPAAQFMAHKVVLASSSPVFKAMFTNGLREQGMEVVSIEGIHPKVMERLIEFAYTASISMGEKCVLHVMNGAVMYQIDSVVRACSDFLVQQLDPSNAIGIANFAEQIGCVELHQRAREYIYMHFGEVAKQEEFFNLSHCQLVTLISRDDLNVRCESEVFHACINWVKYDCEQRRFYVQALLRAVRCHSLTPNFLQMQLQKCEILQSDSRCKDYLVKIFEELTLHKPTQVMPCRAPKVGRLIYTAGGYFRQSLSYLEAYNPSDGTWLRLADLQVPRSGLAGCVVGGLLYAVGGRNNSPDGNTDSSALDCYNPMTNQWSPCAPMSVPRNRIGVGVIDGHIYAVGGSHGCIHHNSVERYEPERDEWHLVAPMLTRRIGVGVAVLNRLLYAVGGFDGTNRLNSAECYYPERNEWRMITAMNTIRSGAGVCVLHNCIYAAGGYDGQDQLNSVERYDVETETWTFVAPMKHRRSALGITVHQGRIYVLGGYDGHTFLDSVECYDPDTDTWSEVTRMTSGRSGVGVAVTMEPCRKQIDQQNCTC
PKA-R2B activ – activators of PKA-R2B holoenzyme, primary screen, biochemical, fluorescence polarization, Cy5-IP20, human; 340,000 compounds, 0.079% hits; activation, % at 11.4 µM; PKA-R2B holoenzyme dissociation; R2B truncated from residue 108, S112A mutant; 0% DMSO only, 100% 113 µM cGMP;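 active means activation above a cutoff set at the mean over all compounds plus 3 SD, cut at about 18% in these data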;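 further: higher means more holoenzyme dissociation and a rise in polarization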
PvdQ inh – P. aeruginosa PvdQ acylase inhibitors, primary screen, biochemical, fluorescence, plate reader and imaging, single point; inhibition, % at 10 µM; PvdQ acylase [Pseudomonas aeruginosa LESB58]; AID 488965, 2010; purified PvdQ acylase; 340,000 compounds, 0.063% hits; in the data active means inhibition above about 30%, passing the limit was not always enough;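 further: 0% = vehicle neutral wells and 100% = reference inhibitor wells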
SR-BI uptake up – activators of SR-BI mediated DiI-HDL uptake, primary screen, ldlA[mSR-BI] CHO cells, DiI fluorescence | activation, % at 12.5 µM | 3 h; 100 = double the neutral-control signal | AID 504775, 2011 | 320,000 compounds, 0.096% hits;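 active means mean replicate activation of at least 60% and every replicate at or above 60%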;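 further: 0% = median plate neutral-control signal and 100% = twice that signal; values of inactives mirror those of a sister screen read the other way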
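System: LDL receptor-deficient CHO ldlA cells overexpressing murine SR-BI | Timing: 3 h uptake period with compound, 37 °C | Medium: HEPES-buffered (25 mM, pH 7.4) F12 plus 0.5% BSA | Dosing: Single-point compound dose | Signal: Bottom-read fluorescence, 550/595 nm | Read-out: Retained DiI signal reflecting DiI-HDL uptake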
DAGLB inhibitor – DAGLB lipase inhibitors, primary screen, biochemical, fluorescence, HTS. Diacylglycerol lipase-beta (Homo sapiens), Q8NCG7. HEK293T DAGLB membrane lysate, EnzChek fluorogenic substrate. inhibition, % at 5.17 µM. 340,000 compounds, 0.059% hits. AID 504411, 2011; in the data active means inhibition above about 34%;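 further: 0% = enzyme with vehicle and 100% = wells lacking enzyme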
RTF Ca sens inh – cardiac RTF calcium sensitivity inhibitors, primary screen, biochemical, IANBD-TnC fluorescence, EC70 calcium | IANBD-labeled cardiac RTF, Ca2+ fluorescence | inhibition, % at 7.15 µM | 340,000 compounds, 0.12% hits;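 active means inhibition above the mean inhibition of all tested compounds plus 3 SD, cut at about 17% in these data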;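 further: assay run at fixed EC70 calcium of 1.6 mM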
An asterisk follows results filed as active; . = no result given.

# | compound | SR-BI HDL uptake | C-LANA FP | NSD2 inh | Arrestin-AP2 inh | Keap1 Nrf2 FP
1 | CCOC(=O)c1cccc(NC(=O)CSc2nnc(-c3cccnc3)n2C)c1 | -4 | -0.5 | 0 | 25 | 4
2 | COc1ccc(/C=N/N2C(C)CCCC2C)cc1O (configuration not stated) | -8 | -1.3 | -2 | 36 | 4
3 | O=C(COC(=O)CNC(=O)C1CCCCC1)Nc1cccc(F)c1 | -35 | -0.4 | 0 | 4 | -3
4 | N=c1c(C(=O)NCCN2CCOCC2)cc2c(=O)n3ccccc3nc2n1Cc1ccc(F)cc1 | 4 | -1.0 | 0 | 16 | 1
5 | O=C(O)c1ccccc1C(=O)Nc1ccc(-c2csc(-c3ccccc3)n2)cc1 | 0 | 1.7 | 6 | 8 | -3
6 | CSC1=NC2(C)CCCCC2C12C=CC(=O)C=C2 (configuration not stated) | . | -1.0 | -1 | 16 | 2
7 | O=C(COc1cccc2ccccc12)NNC(=O)c1cccs1 | -8 | -0.8 | 0 | -9 | -1
8 | Cc1ccc(C(=O)NCCc2c[nH]c3ccccc23)c(C)c1 | . | 0.0 | -1 | -5 | 0
9 | O=C(CCc1ccccc1)Nc1ccc(NS(=O)(=O)c2ccccc2)cc1 | 2 | -0.6 | 0 | 26 | -2
10 | CCOC(=O)CC(=O)CSc1nc(N)c(C#N)c(-c2ccc(Cl)cc2)c1C#N | -2 | -1.3 | 0 | 19 | -1
11 | C[C@H](CO)N1C[C@H](C)[C@@H](CN(C)S(=O)(=O)c2cccs2)Oc2c(NC(=O)Nc3ccc4c(c3)OCO4)cccc2C1=O | 24 | 2.5 | . | -8 | -4
12 | Nc1nnc(SC2CCCC2)s1 | 12 | 0.3 | -2 | 5 | -4
13 | O=C(c1cccs1)N1CCN(CCCc2ccccc2)CC1 | -4 | 0.9 | 5 | 14 | 6
14 | Cc1ccc(NC(=O)COC(=O)c2ccc([N+](=O)[O-])o2)cc1S(=O)(=O)N1CCCCCC1 | . | -0.5 | -4 | 15 | -6
15 | O=Cc1c(Nc2ccccc2Cl)nc2ccccn2c1=O | -1 | -2.1 | 3 | 9 | 0

# | PKA-R2B activ | PvdQ inh | SR-BI uptake up | DAGLB inhibitor | RTF Ca sens inh
1 | -1 | 1 | 4 | 2 | -1
2 | -4 | 2 | 8 | 1 | 1
3 | -2 | -13 | 35 | -5 | -12
4 | 2 | -5 | -4 | -3 | -3
5 | -6 | -9 | 0 | 4 | 2
6 | 1 | 1 | . | 0 | -6
7 | 1 | -4 | 8 | -3 | -8
8 | -4 | -3 | . | 2 | -9
9 | -3 | -11 | -2 | -1 | -7
10 | -4 | 7 | 2 | 3 | -2
11 | -1 | -7 | -24 | -2 | -6
12 | -10 | -14 | -12 | 2 | -10
13 | 2 | -11 | 4 | -1 | -9
14 | -13 | 12 | . | 0 | -3
15 | -7 | -14 | 1 | -2 | -9

Single values from the list:
entry 8 in C-LANA FP: 0.0
entry 14 in NSD2 inh: -4
entry 15 in C-LANA FP: -2.1

Additional entries
# | compound | SR-BI HDL uptake | C-LANA FP | NSD2 inh | Arrestin-AP2 inh | Keap1 Nrf2 FP
16 | Cc1ccccc1OCCCCc1c(C)n[nH]c1C | -2 | -0.6 | 8 | 2 | 4
17 | COc1ccccc1NC(=O)COc1cccnc1[N+](=O)[O-] | -2 | 2.5 | -3 | -6 | -4
18 | Cc1ccc(-n2nnnc2SCn2nnc3ccccc3c2=O)cc1 | 0 | 1.8 | -3 | -4 | -1
19 | COc1ccc(N2CCN(C(=O)c3c(-c4ccccc4)noc3C)CC2)cc1 | 11 | 1.0 | . | -4 | -5
20 | CSc1nc2c(cc1C#N)CCCCC2 | -13 | 0.5 | 0 | -14 | -4
21 | O=C(COC(=O)CNC(=O)C12CC3CC(CC(C3)C1)C2)NC1CCS(=O)(=O)C1 (configuration not stated) | -5 | -0.2 | 1 | 3 | -2
22 | CCOC(=O)[C@@H]1[C@H]2COc3cc(OC)ccc3[C@@H]2N2C(=O)N(c3cccc(F)c3)C(=O)[C@@]12C | -12 | -1.9 | . | 26 | -1
23 | CC(Sc1nnc(-c2cccnc2)n1N)C(=O)NCCC1=CCCCC1 (configuration not stated) | -1 | 0.9 | -6 | 31 | 1
24 | CCCc1ccc(-c2csc(NC(=O)C3=COCCO3)n2)cc1 | 4 | 9.2 | -2 | 1 | -1
25 | O=C(COC(=O)c1c(Cl)cccc1Cl)Nc1cccc(S(=O)(=O)NC2=NCCCCC2)c1 | -13 | -0.2 | 1 | -16 | -2
26 | CC(C)(CO)NC(=O)C12CC3CC(CC(Br)(C3)C1)C2 | . | 0.4 | 0 | -17 | 1
27 | CC1(C)C2CCC1(C)C(NC(=O)/C=C/c1ccccc1)C2 (configuration not stated) | 35 | -1.1 | -3 | 8 | -3
28 | O=C(Nc1ccccc1)OCCOc1ccc(Br)cc1 | -15 | 1.4 | 27 | 41 | 0
29 | CN(CCc1ccccc1)C1CCCN(S(=O)(=O)CC(F)(F)F)C1 (configuration not stated) | -26 | 0.3 | 7 | 11 | -5
30 | CC1(C)CC(=O)C(C=NCCN2CCN(C(=O)CC3CCCC3)CC2)=C(O)C1 | 9 | -0.4 | -6 | 8 | -3

# | PKA-R2B activ | PvdQ inh | SR-BI uptake up | DAGLB inhibitor | RTF Ca sens inh
16 | -9 | -8 | 2 | -1 | 3
17 | 1 | -10 | 2 | -1 | -11
18 | -4 | -3 | 0 | -1 | 1
19 | -3 | -8 | -11 | 1 | -3
20 | -11 | -6 | 13 | -6 | 9
21 | -12 | 6 | 5 | 0 | -3
22 | -12 | 0 | 12 | -2 | -7
23 | 4 | 4 | 1 | 0 | -2
24 | -14 | -14 | -4 | -12 | 1
25 | -15 | -4 | 13 | 1 | -3
26 | -8 | -10 | . | -7 | 3
27 | 4 | 2 | -35 | -4 | -2
28 | -5 | 3 | 15 | -12 | -6
29 | -1 | -8 | 26 | 1 | 2
30 | 5 | -2 | -9 | -2 | -2

Ordered by number of heavy atoms (high to low): part of the list above
# | compound | SR-BI HDL uptake | C-LANA FP | NSD2 inh | Arrestin-AP2 inh | Keap1 Nrf2 FP
21 | O=C(COC(=O)CNC(=O)C12CC3CC(CC(C3)C1)C2)NC1CCS(=O)(=O)C1 (configuration not stated) | -5 | -0.2 | 1 | 3 | -2
23 | CC(Sc1nnc(-c2cccnc2)n1N)C(=O)NCCC1=CCCCC1 (configuration not stated) | -1 | 0.9 | -6 | 31 | 1
28 | O=C(Nc1ccccc1)OCCOc1ccc(Br)cc1 | -15 | 1.4 | 27 | 41 | 0

# | PKA-R2B activ | PvdQ inh | SR-BI uptake up | DAGLB inhibitor | RTF Ca sens inh
21 | -12 | 6 | 5 | 0 | -3
23 | 4 | 4 | 1 | 0 | -2
28 | -5 | 3 | 15 | -12 | -6

More results:
# | compound | SR-BI HDL uptake | C-LANA FP | NSD2 inh | Arrestin-AP2 inh | Keap1 Nrf2 FP
31 | CCN(C(=O)COC(=O)c1ccc2c(c1)OCO2)c1c(N)n(Cc2ccccc2)c(=O)[nH]c1=O | -34 | -2.7 | 3 | 0 | -8
32 | Cc1noc(C)c1CSCC(=O)Nc1cc(C(F)(F)F)ccc1N1CCOCC1 | 6 | -0.7 | -2 | 17 | 1
33 | O=C(Oc1ccc(C(=S)N2CCOCC2)cc1)c1ccc(F)cc1 | -18 | -3.8 | -5 | 8 | 5
34 | COc1ccc(-c2noc(CCCC(=O)N3CCOCC3)n2)cc1 | -25 | -0.6 | 0 | 48 | -3
35 | CCOC(=O)COc1ccc2c(c1)c(C(C)=O)c(C)n2-c1ccccc1 | 56 | -3.0 | -3 | -13 | 2
36 | O=C(Nc1ccnn1C1CCN(Cc2c[nH]c3ccccc23)CC1)c1ccccc1 | 3 | 0.2 | 3 | -16 | -1
37 | O=C(O/N=C1\CCCc2ccccc21)c1cccc(Cl)c1 | -2 | 1.2 | -3 | 4 | -1
38 | CN(C)CCn1c2c(c(SCC(=O)Nc3nccs3)nc1=O)CCCC2 | 1 | 1.5 | -1 | 7 | -11
39 | CCc1ccccc1NC(=O)CCC(=O)N1CCSc2ccccc21 | 7 | -1.6 | . | 4 | -7
40 | Fc1ccc2cc(-c3ccccc3F)ncc2c1 | 4 | -0.7 | . | 41 | 0
41 | Cc1cccc(NC(=O)C2CCCN2C(=O)OCC(C)C)c1 (configuration not stated) | 1 | -1.0 | -1 | -2 | 1
42 | Cc1ccc(S(=O)(=O)N2CCOCC2)cc1C(=O)N1C(=O)c2cccc(N)c2C1=O | -10 | 1.3 | -1 | 13 | -2
43 | Cc1occc1C(=O)Nc1ccc(S(=O)(=O)N2CCN(C)CC2)cc1 | -3 | -0.6 | 3 | -9 | -6
44 | COc1ccc(S(=O)(=O)N2CCCN(CC(=O)Nc3ccc(OC)c(Cl)c3)CC2)cc1 | 18 | -0.3 | -51 | -7 | 2

# | PKA-R2B activ | PvdQ inh | SR-BI uptake up | DAGLB inhibitor | RTF Ca sens inh
31 | -4 | 1 | 34 | 6 | 5
32 | -1 | 5 | -6 | -2 | -5
33 | 10 | -16 | 18 | 1 | -10
34 | 15 | 0 | 25 | 3 | -2
35 | 5 | -5 | -56 | -1 | 1
36 | -7 | -12 | -3 | -5 | 1
37 | 2 | -11 | 2 | -18 | -1
38 | 3 | -12 | -1 | -2 | -13
39 | 5 | -11 | -7 | -4 | -6
40 | 1 | 4 | -4 | -13 | -12
41 | 3 | -5 | -1 | -1 | 6
42 | 4 | -7 | 10 | 4 | -4
43 | -4 | -3 | 3 | 1 | -6
44 | -21 | -5 | -18 | -1 | -1

Some of the entries so far, screen by screen.
32	Cc1noc(C)c1CSCC(=O)Nc1cc(C(F)(F)F)ccc1N1CCOCC1
34	COc1ccc(-c2noc(CCCC(=O)N3CCOCC3)n2)cc1
43	Cc1occc1C(=O)Nc1ccc(S(=O)(=O)N2CCN(C)CC2)cc1
screen / no.,32,34,43
SR-BI HDL uptake,6,-25,-3
C-LANA FP,-0.7,-0.6,-0.6
NSD2 inh,-2,0,3
Arrestin-AP2 inh,17,48,-9
Keap1 Nrf2 FP,1,-3,-6
PKA-R2B activ,-1,15,-4
PvdQ inh,5,0,-3
SR-BI uptake up,-6,25,3
DAGLB inhibitor,-2,3,1
RTF Ca sens inh,-5,-2,-6

Assay outcomes: PubChem BioAssay, several laboratories
